Assay outcomes from PubChem.
CHRM1 PAM – potentiates human M1 receptor response to acetylcholine; AID 588819; 360,000 tested, 0.088% active; activation, % at 3 µM; CHO-K1 hM1, Fluo-8 calcium fluorescence, ACh EC20; 0% = ACh EC20, 100% = maximal ACh; in the data active means activation above about 19%, passing the limit was not always enough
Target sequence (P11229 whole entry, looked up): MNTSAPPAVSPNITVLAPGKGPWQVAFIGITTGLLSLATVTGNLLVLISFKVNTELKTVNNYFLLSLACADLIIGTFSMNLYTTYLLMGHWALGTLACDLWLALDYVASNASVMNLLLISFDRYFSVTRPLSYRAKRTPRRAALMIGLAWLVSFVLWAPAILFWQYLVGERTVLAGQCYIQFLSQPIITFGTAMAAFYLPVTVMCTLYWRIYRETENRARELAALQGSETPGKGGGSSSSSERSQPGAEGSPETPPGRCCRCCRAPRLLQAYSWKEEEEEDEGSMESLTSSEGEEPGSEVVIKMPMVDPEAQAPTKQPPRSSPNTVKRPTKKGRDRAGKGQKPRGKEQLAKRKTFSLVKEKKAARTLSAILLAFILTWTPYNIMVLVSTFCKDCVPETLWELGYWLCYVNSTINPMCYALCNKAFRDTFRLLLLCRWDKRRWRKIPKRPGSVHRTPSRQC
CHO-K1 Ca ag – nonselective activator or artifact in parental CHO-K1 cells; activation, % at 3 µM; Fluo-8 calcium fluorescence; scaled to maximal ATP response, vehicle zero; 360,000 tested, 0.48% active; in the data active means activation above about 15%;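 further: untransfected CHO-K1 host cells lacking M1 receptor as counterscreen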
TAAR1 agonist – agonists of human TAAR1; Q96RJ0; activation, % at 3 µM; CHO RD-HGA16 TAAR1, Fluo-8 calcium fluorescence; vehicle wells 0%, saturating PEA agonist 100%; AID 624467; 360,000 tested, 0.99% active;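 active means activation above the mean activation of all test compounds in the run plus 3 SD, cut at about 38% in these data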
Target sequence (Q96RJ0 whole entry, looked up): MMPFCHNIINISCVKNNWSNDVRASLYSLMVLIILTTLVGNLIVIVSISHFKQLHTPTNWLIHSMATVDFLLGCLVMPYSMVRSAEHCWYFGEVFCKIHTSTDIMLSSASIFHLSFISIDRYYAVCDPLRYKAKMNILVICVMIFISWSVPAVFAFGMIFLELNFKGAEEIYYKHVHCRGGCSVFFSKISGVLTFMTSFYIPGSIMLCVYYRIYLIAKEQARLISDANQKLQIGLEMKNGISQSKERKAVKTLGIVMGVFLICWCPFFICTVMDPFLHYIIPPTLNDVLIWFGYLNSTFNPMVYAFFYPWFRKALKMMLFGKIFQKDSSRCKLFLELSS
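test system = CHO RD-HGA16 cells carrying human TAAR1 plus Gα16 | schedule = 17-24 h seeding, 75 min 37 °C dye, 30 min RT | compound dosing = 3 µM single concentration | control set = DMSO and PEA EC100 | replicates = n 1 | signal = Fluo-8 fluorescence, 5 s baseline then 140 s kinetic read | measure = percent activation vs PEA EC100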
CHO parental Ca – counter-screen for OX1R antagonists: effect in parental CHO cells; parental CHO-K1, ATP-induced calcium, Fluo-8 fluorescence; inhibition, % at 5.6 µM; 330,000 tested, 0.63% active; AID 463079;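 active means inhibition above that plate's mean sample inhibition plus 3 SD, cut at about 26% in these data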;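 further: 0% = ATP-challenged DMSO wells and 100% = DMSO wells without ATP; some compounds past the cut are filed as inactive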
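Assay system – parental CHO cells · Reagent – ATP stimulus · Detection – intracellular calcium via Fluo-8 no-wash fluorescent dye · Evaluation – percent inhibition of ATP-evoked calcium rise, normalized to controls · Controls – ATP wells versus no-ATP DMSO wells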
CHRM1 antagonist – blocks human M1 muscarinic receptor; CHO-K1 hM1, Fluo-8 calcium fluorescence, ACh EC80 antagonist; inhibition, % at 3 µM; 360,000 tested, 1.3% active; AID 588852;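 active means percent inhibition above its own plate's cutoff, namely the mean of that plate's compound wells plus 3 SD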;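 further: peak over basal fluorescence ratio during 140 s after agonist addition; 0% = ACh EC80 plus DMSO and 100% = DMSO alone without agonist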
CHRM1 agonist – activates human CHRM1 receptor; P11229; CHO-K1 hM1, Fluo-8 calcium fluorescence, agonist mode; 0% DMSO, 100% acetylcholine EC100; activation, % at 3 µM; 360,000 tested, 0.33% active; AID 588814;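 active means activation above the run's mean compound activation plus 3 SD, cut at about 16% in these data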;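 further: peak over basal fluorescence ratio within a 140 s kinetic read after compound addition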
M1 PAM parental – M1 PAM counterscreen hit in parental CHO-K1 cells; ATP EC20, Fluo-8 calcium fluorescence; 0% at ATP EC20, 100% at ATP max; activation, % at 3 µM; 360,000 tested, 0.02% active;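 active means activation above the run cutoff, the mean activation of all test compounds plus 3 SD, cut at about 40% in these data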;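 further: peak over basal fluorescence ratio in a 140 s read after ATP addition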
CHO-K1 Ca antag – nonselective inhibitor or artifact in parental CHO-K1 cells; 360,000 tested, 0.6% active; inhibition, % at 3 µM; AID 602250; ATP-induced calcium, Fluo-8 fluorescence;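 active means inhibition above a per-plate cutoff, the plate's mean sample inhibition plus 3 SD, cut at about 24% in these data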;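 further: 0% = DMSO plus EC80 ATP and 100% = DMSO alone without ATP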
TAAR1 antagonist – human TAAR1 antagonism. Q96RJ0. CHO RD-HGA16 TAAR1, Fluo-8 calcium fluorescence, antagonist. inhibition, % at 3 µM. 360,000 tested, 1.5% active;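 active means inhibition above a per-plate cutoff, the mean inhibition of test compounds on that plate plus 3 SD, cut at about 49% in these data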;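 further: 0% = DMSO plus EC80 beta-PEA response and 100% = DMSO alone without agonist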
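Material: RD-HGA16 CHO cells with stable hTAAR1 and Gα16; Dosing: single nominal final test compound concentration of 3 µM; Schedule: seeding 17-24 h prior, 75-min 37 °C, 30-min RT dye loading; Detection: kinetic Fluo-8 calcium fluorescence measurement; Measure: % inhibition from peak post-agonist over basal fluorescence ratio; Benchmarks: vehicle and agonist controls.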
Starred values were filed as active, the others as inactive; · = no result given.

SMILES	CHRM1 PAM	CHO-K1 Ca ag	TAAR1 agonist	CHO parental Ca	CHRM1 antagonist	CHRM1 agonist	M1 PAM parental	CHO-K1 Ca antag	TAAR1 antagonist
CCc1ccc2c(CN(CC)Cc3nc4ccccc4c(=O)[nH]3)cc(=O)oc2c1	-3	1.6	12	-31	-1	-6	-3	2	22
Cc1cc(Br)c(NC(=O)c2c(-c3c(Cl)cccc3Cl)noc2C)c(Br)c1	-1	-0.1	0	-18	-4	-3	-5	-12	-4
CN(C)S(=O)(=O)c1ccc(N2CCCC2)c(C(=O)NCCc2ccc(F)cc2)c1	13	3.4	0	-2	-19	-4	6	-16	-3
COC(=O)c1ccccc1S(=O)(=O)NCc1nc2nc(C)cc(C)n2n1	-6	-0.5	0	-11	9	-3	-9	-1	4
NS(=O)(=O)c1ccc(CCNC(=O)c2ccc(Cl)cc2[N+](=O)[O-])cc1	2	1.7	4	-2	-3	-10	19	-7	19
COc1ccccc1NC(=O)/C=C/c1cc([N+](=O)[O-])ccc1OC(F)F	4	0.6	-3	-3	-7	-3	7	-11	-8
O=S(=O)(NCCCNS(=O)(=O)c1c(F)cccc1F)c1ccc2c(c1)OCCO2	-4	1.1	10	-11	3	-3	-7	-4	21
CN1C(=O)OC2(C)CCc3ccccc3C12C (stereo not drawn)	5	-0.1	-1	1	-3	-3	-8	14	17
CNc1c(-n2cc(C(=O)OC)c(C(=O)OC)c2C(=O)OC)c(=O)n(C)c(=O)n1C	10	0.3	5	-13	-15	-1	-22	13	-18
Cc1ccc(NC(=O)CC2C(=O)NCCN2C(=O)c2ccc(F)cc2)cc1 (stereo not drawn)	4	0.5	0	-5	0	-3	-6	-1	-12
COc1cccc(-c2ocnc2C(=O)Nc2ccc(N3CCOCC3)cc2N2CCOCC2)c1	11	0.0	-2	-4	-12	-3	-19	-3	3
O=C(c1nc(-c2ccccc2)n(-c2ccccc2)n1)N1CCCCCC1	-2	0.4	17	-1	8	-6	7	7	-10
Cn1cnnc1SCC(=O)NC1CCCCCC1	9	-0.3	0	1	-4	0	-22	11	-10
CN(C)c1cc[nH]c(=O)c1C#N	18	-0.2	7	-11	-8	1	1	1	-5
Clc1ccc(Oc2nc3ccccc3n3cccc23)cc1	1	-0.2	1	-9	0	-2	5	-1	-19
O=C(c1cc(-c2ccccc2)nc2ccccc12)N1N=C(C(F)F)CC1(O)C(F)F (stereo not drawn)	22*	1.6	7	-27	-2	7	17	-2	0
Cc1nnc(Cc2ccco2)c2n[nH]c(C)c12	7	-0.2	3	·	-12	-2	-15	13	-13
CSc1nc(C)c(CCOCc2ccccc2)c(=O)[nH]1	-2	-0.2	8	-12	-3	-3	8	-17	3
CC(=O)c1cc(CN2CCC(C(=O)Nc3cccc(-c4cscn4)c3)CC2)cs1	1	4.4	5	-18	-2	-4	-10	-10	18
CCOc1ccccc1NS(=O)(=O)c1csc(C(N)=O)c1	0	1.6	3	3	0	-2	-4	-9	-3
O=C1C2CCC(C2)C1CN1CCOCC1 (stereo not drawn)	-2	0.0	0	·	3	-1	-11	2	-19
NC(=S)NN=C1CCCCCCCCC1	4	0.8	1	·	-16	-1	11	-8	1
COc1cc(NC(=O)C2=C(N3CCOCC3)/C(=C/c3ccc(Cl)cc3)CC2)cc(OC)c1OC	6	-1.2	3	-36	-6	-9	15	-5	-8
CC(=O)N(c1c(C)n(C)n(-c2ccccc2)c1=O)C1(C(=O)NC2CCCC2)CCCCC1	2	0.3	1	-4	-2	0	9	-3	-3
CCOC(=O)c1ccccc1NC(=O)c1cccs1	-1	-0.3	26	-24	1	-6	-5	10	-2

Additional records.
SMILES	CHRM1 PAM	CHO-K1 Ca ag	TAAR1 agonist	CHO parental Ca	CHRM1 antagonist	CHRM1 agonist	M1 PAM parental	CHO-K1 Ca antag	TAAR1 antagonist
Fc1ccc2nc(N3CCCC3)sc2c1	-2	7.5	-1	-6	6	-4	12	-15	-17
CC(C)(C)n1nnnc1C(c1ccccc1OC(F)(F)F)N1CCN(C/C=C/c2ccccc2)CC1 (stereo not drawn)	-21	0.8	-1	·	13	-7	7	-21	-10
CCCC(=O)Nc1ccc(C(=O)NNC(=S)NC(=O)c2cccs2)cc1	9	-1.1	2	-6	-10	0	-3	-6	-16
NC(N)=NCCCS(=O)(=O)Nc1ccc(Nc2c3ccccc3nc3cc([N+](=O)[O-])ccc23)cc1	7	0.9	0	·	-13	-5	-5	-5	3
O=C(Nc1ccc(OC(F)F)cc1)c1cc(S(=O)(=O)N2CCOCC2)ccc1N1CCCC1	7	2.2	2	·	-3	-5	-1	7	0
Cc1nccn1-c1ccc(NC(=O)[C@H]2O[C@@H](n3ccc(=O)[nH]c3=O)[C@H](O)[C@@H]2O)cc1	·	1.3	1	·	·	·	20	-26	-7
CC(=O)c1ccc(S(=O)(=O)N2CCCC(N(C)CCc3ccccn3)C2)cc1 (stereo not drawn)	-10	4.4	16	-22	25	-4	-26	5	-11
COc1ccc(S(=O)(=O)n2nc(OC(C)=O)cc2N(C(C)=O)C(C)=O)cc1	9	0.5	-1	-14	-9	-3	9	-8	-4
Cc1nnc(SCc2ccc(C(=O)Nc3cc(Cl)ccc3C)cc2)s1	-6	0.1	1	-5	7	-10	-10	15	29
Cc1ccc(S(=O)(=O)Nc2c(C)nn(C)c2C)cc1	14	2.2	7	-2	-11	-2	24	-1	0
CN1/C(=C/C(=O)c2cccs2)Sc2ccccc21	-7	-0.5	6	-15	0	-7	6	-8	12
CCCCN(C(=O)c1ccc(-n2nc(C)cc2C)cc1)c1c(N)n(CCC)c(=O)[nH]c1=O	17	0.4	0	·	-6	-1	1	-7	-12
Cc1cccc(Cn2nc(C(C)(C)C)cc2C(=O)N2CCOCC2)c1	6	0.9	3	-4	-19	-2	5	-17	-20
Cc1nnc(SC(C(=O)Nc2ccc(Cl)c([N+](=O)[O-])c2)c2ccccc2)[nH]c1=O (stereo not drawn)	10	1.0	5	-13	-11	-4	18	-6	-24
O=C(COc1ccc(S(=O)(=O)NC2CCCCC2)cc1)NCc1cccnc1	3	0.4	3	-12	0	-7	6	-14	1
COc1ccccc1-c1nc(S(=O)(=O)c2ccc(Cl)cc2)c(N(C)C)o1	-2	-0.4	0	2	6	-6	-10	17	5
O=C(NCCN1CCOCC1)c1cc(-c2ccccc2Cl)on1	4	1.0	-1	-11	-4	-4	2	-18	-11
CCc1ccc(-c2csc3[n+]2CCN3C(C)=O)cc1	4	0.3	7	-16	-9	-6	6	-15	-11
CCC(C)(C(=O)Nc1ccc(OC)cc1)N(C)C(=O)Cn1nnnc1N (stereo not drawn)	-3	-0.8	-1	4	0	-1	-17	17	-15
Cc1ncc(C[n+]2csc(CCOC(=O)CC3C4CC5CC(C4)CC3C5)c2C)c(N)n1 (stereo not drawn)	-3	0.7	4	-3	-1	-5	12	-7	-19
CC(C)(C)C1CCC(C(=O)OCC(=O)Nc2ccc3[nH]c(=O)[nH]c3c2)CC1 (stereo not drawn)	4	-0.1	4	-3	1	12	-10	10	9
COc1cccc(NC(=O)CNC(=O)c2ccc(OC)c(OC)c2)c1	21	0.7	4	-11	-16	0	10	-3	-10
CC(C)n1nc(C(=O)Nc2cccc(S(=O)(=O)NCc3ccco3)c2)c2ccccc2c1=O	2	4.2	4	-16	2	-5	11	1	47
O=C(Cc1ccc(Cl)cc1)Nc1ccc(C(=O)N2CCCCC2)cc1	-4	5.3	37	-9	9	9	-28	4	10
COc1cccc(OC)c1C(=O)N1CCN(Cc2ccccc2C(F)(F)F)CC1	3	3.6	2	-6	-16	0	17	-2	1

Laid out differently: entries from further up
SMILES,CHRM1 PAM,CHO-K1 Ca ag,TAAR1 agonist,CHO parental Ca,CHRM1 antagonist,CHRM1 agonist,M1 PAM parental,CHO-K1 Ca antag,TAAR1 antagonist
COc1ccc(S(=O)(=O)n2nc(OC(C)=O)cc2N(C(C)=O)C(C)=O)cc1,9,0.5,-1,-14,-9,-3,9,-8,-4
Cc1cccc(Cn2nc(C(C)(C)C)cc2C(=O)N2CCOCC2)c1,6,0.9,3,-4,-19,-2,5,-17,-20

Other compounds
SMILES	CHRM1 PAM	CHO-K1 Ca ag	TAAR1 agonist	CHO parental Ca	CHRM1 antagonist	CHRM1 agonist	M1 PAM parental	CHO-K1 Ca antag	TAAR1 antagonist
COCCn1c(Cc2cccn2C)nnc1SCC(=O)Nc1nccs1	7	0.0	2	-9	-9	-5	29	-7	17
CN(Cc1ccccc1)Cc1nc2c(c(=O)n(C)c(=O)n2C)n1CCCc1ccccc1	7	0.4	24	-10	-7	-2	-1	-6	24
O=C(Nc1nc2cc3c(cc2s1)OCCO3)c1ccncc1	6	5.6	3	-10	-9	-3	20	-18	-12
Cc1nn(-c2ccccc2)c(N)c1Sc1ccccc1[N+](=O)[O-]	3	1.7	4	-3	1	-5	18	-6	0
Cc1nnc(SCc2ccc(F)cc2)n1NC/C=C/c1ccccc1	-2	4.1	5	17	-3	0	14	-7	11
COc1ccccc1OCc1ccc(C(=O)NC(C)(C)C)o1	2	2.5	-1	-8	0	1	17	-8	-13
Cc1cc(NC(=O)C23CC4CC(C2)CC(n2cnc([N+](=O)[O-])n2)(C4)C3)no1	7	-0.1	5	3	-2	-7	-8	21	-19
CN(C)S(=O)(=O)c1ccc(NC(=O)CN2C(=O)NC3(CCCC3)C2=O)cc1	9	1.2	4	6	-10	-6	3	-21	-4
O=C(CSc1nnc(-c2ccc(S(=O)(=O)N3CCCC3)cc2)o1)NCC1CCCO1 (stereo not drawn)	3	-0.3	4	-9	-2	-7	-9	16	9
CCOC(=O)CSc1[nH]c(=O)cc(C)c1C#N	1	-0.2	3	-6	1	-2	2	-11	-1
O=C(c1cc2c(s1)-c1ccccc1OC2)N1CCN(c2ccccn2)CC1	-2	0.1	0	-13	-8	-7	-13	14	9
O=c1c2cn[nH]c2[nH]c(=S)n1-c1cccc2ccccc12	8	1.1	0	-10	-10	-6	19	-8	8
COc1ccc(C2=NCN(c3ccc(C)cc3)C(=S)N2)cc1	-7	0.4	1	-5	16	-2	13	2	-3
CCc1ccc2nc3sc(C(=O)O)cc3cc2c1	4	-0.5	8	-15	-2	-2	-5	10	-7
O=S(=O)(c1cc(F)ccc1F)N1CCC2(CC1)OCCN2S(=O)(=O)c1ccccc1	3	12	5	-2	-3	3	2	-1	0
CCOc1ccc(OCCC(=O)OCC(=O)Nc2ccc3c(c2)OCCO3)cc1	3	4.1	2	-9	-15	-2	-3	6	-50
CSCCC(NS(=O)(=O)/C=C/c1ccccc1)C(=O)NCCc1ccc(S(N)(=O)=O)cc1 (stereo not drawn)	9	0.0	5	-5	-14	-3	9	-5	-18
CC(C)=CCCC1=CCC2C(=O)NNC(=O)C2C1 (stereo not drawn)	4	0.1	1	-6	-5	-2	20	-7	3
